# EPAC2 antag – EPAC2 (human) antagonism. Q8WZA2. EPAC2 GEF exchange of Rap1B-BODIPY-GDP, fluorescence. Potency, µM (doses to about 114 µM), for the others: top-dose activity, negative = inhibition, hits mostly inhibitors. 0.18% of 360,000 active; note: % is set by controls: 0 for no effect and ±100 for the full control effect; nearly all actives have a fitted effect of over 45% in size; many of its hits are not listed in these tables
# Target sequence (Q8WZA2 whole entry, looked up): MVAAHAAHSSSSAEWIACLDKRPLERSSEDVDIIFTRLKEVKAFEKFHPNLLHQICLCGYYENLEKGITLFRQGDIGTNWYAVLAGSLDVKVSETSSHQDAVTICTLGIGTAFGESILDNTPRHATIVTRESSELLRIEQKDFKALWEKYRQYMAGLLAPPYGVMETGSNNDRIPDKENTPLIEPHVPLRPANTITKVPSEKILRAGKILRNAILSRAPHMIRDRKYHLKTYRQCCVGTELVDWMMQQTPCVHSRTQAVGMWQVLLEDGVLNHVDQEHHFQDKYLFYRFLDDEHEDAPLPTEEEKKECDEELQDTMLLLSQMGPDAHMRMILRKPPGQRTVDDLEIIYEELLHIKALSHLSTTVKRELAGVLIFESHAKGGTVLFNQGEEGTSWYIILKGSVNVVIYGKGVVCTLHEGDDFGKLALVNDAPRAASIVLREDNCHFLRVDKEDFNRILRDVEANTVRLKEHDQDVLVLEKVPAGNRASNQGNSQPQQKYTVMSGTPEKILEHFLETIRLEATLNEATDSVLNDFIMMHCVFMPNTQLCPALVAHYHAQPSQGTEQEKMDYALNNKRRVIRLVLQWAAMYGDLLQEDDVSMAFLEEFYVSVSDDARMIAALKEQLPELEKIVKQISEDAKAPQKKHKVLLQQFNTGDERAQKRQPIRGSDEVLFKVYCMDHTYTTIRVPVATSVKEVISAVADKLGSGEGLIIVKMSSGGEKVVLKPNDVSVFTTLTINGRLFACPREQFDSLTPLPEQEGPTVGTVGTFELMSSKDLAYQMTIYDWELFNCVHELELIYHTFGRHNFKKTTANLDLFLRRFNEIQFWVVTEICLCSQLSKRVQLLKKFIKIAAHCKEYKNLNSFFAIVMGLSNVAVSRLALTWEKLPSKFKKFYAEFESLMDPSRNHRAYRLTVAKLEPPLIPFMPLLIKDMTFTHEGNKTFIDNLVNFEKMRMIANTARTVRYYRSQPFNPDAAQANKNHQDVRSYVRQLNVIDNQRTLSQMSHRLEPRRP
# FUS suppressor – suppressors of FUS proteinopathy in yeast | 0.24% of 390,000 active | S. cerevisiae FUS-expressing, growth rescue, OD600, 24 h | Potency, µM (top dose mostly 76.6 µM), for inactives: at the top dose growth rescue (activation), hits mostly activators;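 note: plate controls were DMSO vehicle for no effect and reference control for full effect; nearly all actives have a fitted effect of over 55% in size; some results filed as inactive show a strong effect at the top dose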
#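 Quantitative HTS measuring growth restoration of FUS-toxic yeast. Galactose-induced cells (OD 0.005) were exposed 24hr at 30C to compounds at several concentrations, then absorbance at 600 nm was recorded.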
# EPAC1 antag – blocks human EPAC1 exchange factor | AID 720709 | 0.14% of 360,000 active | Potency, µM (top dose mostly 115 µM), for inactives: at the top dose activity change, negative = inhibition, hits mostly inhibitors | EPAC1 GEF assay, Rap1b-BODIPY-GDP exchange fluorescence | O95398;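 note: plate controls were vehicle for no effect and positive control for full effect; nearly all actives have a fitted effect of over 50% in size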
# PTHR1 ag – activates the human parathyroid hormone receptor PTHR1 | 0.075% of 410,000 active | Potency, µM (titrated, usually from 115 µM), inactives show top-dose activation, actives largely listed as activators | HEK293 GP2 PTHR1 cells, GloSensor cAMP luminescence, 1 h; note: nearly all actives have a fitted effect of over 55% in size; some results filed as inactive show a strong effect at the top dose; inactives centre near -15; many of its hits are not listed in these tables
#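 HEK-293-derived GP2 cells expressing PTHR1 and a GloSensor cAMP reporter, 3,000/well, plated overnight, given luciferin plus IBMX (each 0.5 mM as added) for 1 h at 37 °C, then compound for 1 h at 37 °C. Luminescence was read after 15 min at room temperature.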
# EPAC2 ag – activates human EPAC2 exchange factor | 0.079% of 360,000 active | EPAC2 activation, biochemical qHTS; response scale: 100% = 6.5 mM cAMP response | Potency, µM (top dose mostly 154 µM), for inactives: top-dose activation, most hits filed as activators | Q8WZA2; note: nearly all actives have a fitted effect of over 50% in size
#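 Guanine nucleotide exchange by EPAC2 is measured as reduced fluorescence of BODIPY-GDP once it is released from 250 nM Rap1B. Plates are read kinetically for 30 min at room temperature; results are scaled to 6.5 mM cAMP.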
# aSyn yeast inh – inhibitors of alpha-synuclein toxicity in yeast | Yeast expressing alpha-synuclein, growth rescue, BacTiter-Glo, 24 h | Potency, µM (highest dose often 46.1 µM), without a hit: top-dose growth rescue (activation), hits mostly activators | 0.14% of 370,000 active | AID 652106; note: % of control where 0% means no effect; nearly all actives have a fitted effect of over 65% in size
#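 Readout is rescue of growth in alpha-synuclein-expressing yeast, so inhibitors of toxicity appear as activators. Growth after 24 hr at 30 deg C in galactose medium is quantified by luminescence.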
# EPAC1 agonist – activates human EPAC1 exchange factor | Potency, µM (series often up to 154 µM), without a hit: at the highest dose activation, actives largely listed as activators | O95398 | 0.073% of 360,000 active | EPAC1 agonist qHTS, biochemical assay; response scale: 100% = response to 6.5 mM cAMP | AID 720707; note: nearly all actives have a fitted effect of over 60% in size
#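 Fluorescent GDP-exchange assay: 100 nM EPAC1 with 250 nM Rap1B preloaded with BODIPY-GDP and 50 uM GDP; compounds tested as concentration series, 5 min at room temperature, then read every 5 min for 30 min (ex 480/em 540 nm); normalized to 6.5 mM cAMP.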
# TDP-43 yeast inh – inhibitors of TDP-43 toxicity in yeast; Potency, µM (doses to about 46.1 µM), without a hit: top-dose growth rescue (activation), actives largely listed as activators; 1.8% of 410,000 active; TDP-43 expressing yeast growth rescue, BacTiter-Glo, 24 h; AID 652104; note: % of control where 0% means no effect; nearly all actives have a fitted effect of over 50% in size
#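 Yeast expressing TDP-43 (pregrown in raffinose, seeded at OD600=0.02 in galactose medium) exposed to compounds 24 hr at 30 deg C. Growth read by BacTiter-Glo luminescence; rescue of toxicity appears as increased signal.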
# * hit, by the source's call; i = inactive; u = inconclusive; x = no result given; & = joins results of further samples; [ ] = remark or other dose. Calls come from the whole dose curve; as a rule, active = well fitted curve in the direction sought with a large enough effect; inconclusive = small, poorly fitted or top-dose-only effect, or another doubt; inactive = no such curve, though single readings can be large; an effect the other way counts as inactive or inconclusive. Potency is the fitted concentration of half-maximal effect.
SMILES,EPAC2 antag,FUS suppressor,EPAC1 antag,PTHR1 ag,EPAC2 ag,aSyn yeast inh,EPAC1 agonist,TDP-43 yeast inh
CCCOc1ccc(/C=N/NC(=S)Nc2ccccc2[N+](=O)[O-])c(O)c1,15%,x,1%,-49%[inhibitor],14%,4%,-5%,16%
CSc1nnc2c(n1)OC1(Nc3ccccc3-2)C(=O)Nc2ccccc21 (configuration not stated),1%,-4%,-28%,-15%,3%,0%,7%,-3%
Cc1nn(Cc2ccccc2)c(C)c1C(=O)NCC(c1cccs1)N1CCOCC1 (configuration not stated),12%,1%,-11%,i,-3%,-2%,6%,13%
Cc1cccc(NC(=O)CCCCC(=O)Nc2cccc(C)c2)c1,4%,3%,-16%,-12%,6%,2%,1%,8%
Cc1cc(C)c2nc(SCC(=O)Nc3ccccc3N3CCOCC3)c(C#N)cc2c1,6%,16%,-5%,-5%[57.5 µM],2%,-5%,6%,-7%
O=C(CBr)N1CCc2ccccc2C(c2ccccc2)C1 (configuration not stated),u,-1%,-3%,i,6%,-6%,3%,4%
COCCN1CCc2[nH]c(=S)[nH]c(=O)c2C1,24%,x,7%,-11%,-7%,1%,-1%,-15%
Cc1ccc(Br)cc1S(=O)(=O)Nc1cccnc1,-1%,-24%,-1%,-17%,5%,0%,-11%,23%
CC1=C(C(=O)N(C)C)CC(CC(=O)NCCc2ccccn2)C(=O)N1CCC1=CCCCC1 (configuration not stated),5%,-14%,2%,-8%,9%,u,-18%,9%
Cc1cc(C)cc(-n2c(SCC(=O)NCc3ccco3)nc3ccccc3c2=O)c1,-9%,-7%,0%,-29%[57.5 µM],-11%,0%,0%,23%
CCCC(C)C(=O)Nc1nnc(CCc2ccccc2)s1 (configuration not stated),-3%,15%,-25%,i,1%,8%,-14%,u
COc1cccc(-n2ccnc2SCC(=O)Nc2ccccc2)c1,14%,5%,9%,-3%,11%,-4%,-1%,u
CCOC(=O)[C@]12CCC=C1N(Cc1cccc3ccccc13)C(=O)[C@H](CC(=O)NCc1cccs1)C2,-6%,u,-19%,-24%,9%,24%,7%,14%
COc1ccc(-c2noc(CCC(=O)Nc3cc(OC)ccc3OC)n2)cc1,-4%,13%,2%,-19%,15%,0%,10%,-8%
Cc1c2c(nc3c(C)cccc13)OC(C)C2 (configuration not stated),0%,27%,7%,i,0%,1%,-3%,-3%
O=C(NCCCN1CCCCC1)C1CCC(=O)N1CCc1ccccc1 (configuration not stated),-13%,3%,-6%,i,9%,-4%,3%,1%
CCO[C@@H]1OC(C(=O)N2CCN(Cc3ccccc3)CC2)=C[C@H](c2ccccc2)[C@H]1CCCO,-12%,-11%,-20%,-22%,-2%,4%,-13%,13%
CCn1c(SCC(=O)c2ccccc2)nnc1-c1ccoc1C,14%,20%,7%,i,2%,4%,-2%,-17%
O=C(NCc1ccc(F)cc1)c1cc(S(=O)(=O)N2CCCCC2)ccc1N1CCOCC1,-2%,34%,-17%,-28%,2%,4%,-3%,19%
OC(Cc1cccnc1)(c1ccccc1)c1ccccc1,-4%,x,3%,-20%,5%,-3%,-3%,23%
CCOC(=O)N1CCN(c2nc(C)cc(C(F)(F)F)n2)CC1,9%,19%,2%,i,4%,-5%,6%,24%
O=C(NCc1ccccc1Br)c1cccc2c1C(=O)c1ccc(-c3ccc(OC(F)(F)F)cc3)cc1S2(=O)=O,0%,-3%,-29%,-44%[inhibitor],-11%,1%,-24%,-2%
COC(=O)c1ccc2nc(C3CCCCC3)c(CC(C)(C)C)n2c1,-13%,20%,-18%,-19%,-2%,-8%,-12%,-2%
COc1ccc(C2c3c(-c4ccccc4O)n[nH]c3C(=O)N2CCc2ccc(OC)c(OC)c2)cc1 (configuration not stated),6%,9%,-1%,-6%,12%,-2%,8%,6%
O=c1cc(-c2ccc(O)c(O)c2)oc2c(C3O[C@H](CO)[C@@H](O)[C@H](O)[C@H]3O)c(O)cc(O)c12 (some centres not stated),-13%,11%,u,i,1%,-1%,-4%,-2%
CCC(C)NC(=O)[C@H]1N2C(=O)c3c(ccc(OC)c3OC)C2SC1(C)C (some centres not stated),7%,9%,-2%,-27%,-8%,2%,4%,-1%
Cc1cccc(C(=O)N2CCCC(N3CCN(c4ccc(F)cc4)CC3)C2)n1 (configuration not stated),4%,8%,25%,-2%,-5%,-20%,-8%,-15%
Cc1ccc(NC(=O)c2c(C)nc(Nc3nc4ccccc4o3)nc2C)cc1,0%,-9%,-3%,i,-1%,-5%,4%,-3%
COC(=O)c1ccc(Cn2cnc3c(sc4nc(N5CCOCC5)c5c(c43)CCCC5)c2=O)o1,-5%,30%,-3%,i,-11%,2%,0%,10%
Cn1nc(-c2ccc(Cl)cc2)c2cc(C(=O)N3CCN(c4ccccc4)CC3)sc21,4%,-8%,5%,i,10%,10%,0%,u
CCc1ccc(N2Cc3ccccc3C2)cc1,-3%,u,-25%,-16%,7%,-13%,-2%,10%
Cn1c(=O)c2ncn(CC(=O)Nc3cc(C(F)(F)F)ccc3N3CCOCC3)c2n(C)c1=O,0%,-20%,7%,-22%,11%,1%,9%,-10%
Cc1c(Cl)cnc(NC(=O)COC(=O)c2ccc([N+](=O)[O-])s2)c1Cl,5%,34%,u,i,-1%,-23%,1%,-13%[0.397 µM]
CCOCCCNC(=O)CN1C(=O)COc2ccc(S(=O)(=O)N3CCCC3)cc21,-6%,-19%&-15%,-7%,-11%,8%,4%,13%,20%&-2%
CN1CCN(CCOCCOc2c(Cl)cc(Cl)cc2Cl)CC1,11%,5%,8%,-53%[inhibitor],5%,1%,-6%,-21%
CCOC(=O)C(c1ccccc1)N1CCN(c2ccc(OC)cc2)CC1 (configuration not stated),0%,-6%,-2%,-12%[57.5 µM],5%,5%,2%,-1%
CCn1c(NCc2ccc(OC)cc2)nc2ccccc21,-13%,9%&6%,-13%,-13%,5%,5%,1%,9%&22%
CN1CCN(C(=O)C2CCN(S(=O)(=O)c3ccccc3[N+](=O)[O-])CC2)CC1,2%,7%,-4%,-54%[inhibitor],12%,-5%,18%,7%
CCCC(c1nnnn1CCOC)N1CCN(c2cccc(OC)c2)CC1 (configuration not stated),2%,-10%,9%,i,10%,1%,11%,27%
Cc1ccc(N2CCN(S(=O)(=O)c3c(C)nc4scc(C)n4c3=O)CC2)c(C)c1,-23%,39%,-3%,-19%,11%,-44%[inhibitor],20%,u

# Given with bars between the fields: entries from further up.
canonical_smiles | EPAC2 antag | FUS suppressor | EPAC1 antag | PTHR1 ag | EPAC2 ag | aSyn yeast inh | EPAC1 agonist | TDP-43 yeast inh
CCc1ccc(N2Cc3ccccc3C2)cc1 | -3% | u | -25% | -16% | 7% | -13% | -2% | 10%
CN1CCN(C(=O)C2CCN(S(=O)(=O)c3ccccc3[N+](=O)[O-])CC2)CC1 | 2% | 7% | -4% | -54%[inhibitor] | 12% | -5% | 18% | 7%

# More records follow:
SMILES,EPAC2 antag,FUS suppressor,EPAC1 antag,PTHR1 ag,EPAC2 ag,aSyn yeast inh,EPAC1 agonist,TDP-43 yeast inh
OC(c1cc(F)cc(Cl)c1)c1ncc(-c2ccc(Cl)cc2)[nH]1 (configuration not stated),-1%,-18%,-4%,i,15%,11%,-2%,17%
COc1ccc(CN2C(=O)c3cccnc3C2=O)cc1S(=O)(=O)N1CC(C)Oc2ccccc21 (configuration not stated),-15%,34%,-29%,-31%[inhibitor],5%,2%,23%,-5%
CN(Cc1ccccc1)CC(O)COc1ccc(CNCc2nccn2C)cc1 (configuration not stated),2%,2%,3%,2%,5%,1%,-4%,1%
Cc1cc(N2CC(=O)N(CCc3ccccc3)C(=O)C2)n2ncnc2n1,1%,-4%,15%,-18%,-1%,3%,-3%,11%
COc1ccc(CNC(=O)N2CCN(c3ccc(F)cc3)CC2)cc1Cl,-3%,16%,12%,-17%,-4%,0%,3%,12%
CN(C)S(=O)(=O)c1ccc(C(=O)NCCN2C(=O)S/C(=C\c3cccnc3)C2=O)cc1,22%,u,2%,-10%,3%,5%,-6%,-27%
COc1ccc(C(=O)Nc2ccnn2C2CCN(C(=O)CCC(F)(F)F)CC2)cc1,2%,-15%,-13%,-6%,6%,7%,4%,3%
CCOC(=O)C1CCN(C(=O)COC(=O)c2cc(-c3cccs3)nn2-c2ccccc2)CC1,-11%,37%,-6%,-16%,10%,-16%,10%,-3%
Cc1cccc2cc(C#N)c(SCc3nnc(-c4ccccc4[N+](=O)[O-])o3)nc12,-2%,3%,-24%,i,20%,6%,14%,-8%
O=C(CCc1ccccc1)Nc1nnc(-c2ccc3c(c2)CCCC3)o1,-16%,4%,-18%,i,5%,0%,-6%,10%
CCOC(=O)c1sc(NC(=O)c2ccco2)nc1-c1ccccc1,2%,4%,-8%,12%,4%,-1%,-13%,-33%[inhibitor]
Cc1ccc(N2CN(CCc3ccccc3)CNC2=S)cc1,0%,23%,1%,i,0%,0%,-7%,19%
COc1cccc(NC(=O)Nc2cc(-c3cn4cccnc4n3)ccc2C)c1,x,-6%,x,-3%,x,-1%,x,12%
N#Cc1cccc(NC(=O)C2SC(=Nc3ccccc3)C(C(=O)N3CCOCC3)=C2N)c1 (configuration not stated),-19%,36%,-22%,i,11%,11%,-2%,-16%[0.397 µM]
CCN(CC(=O)Nc1cccc(S(=O)(=O)N(C)c2ccccc2)c1)Cc1ccccc1,-19%,7%,-24%,-31%[inhibitor],12%,-10%,17%,9%
O=C(Oc1ccc2ccc(OC(=O)N3CCOCC3)cc2c1)N1CCOCC1,2%,19%,7%,-20%[57.5 µM],10%,4%,5%,7%
O=C(c1cccc(S(=O)(=O)Nc2ccccc2Cl)c1)N1CCCCCC1,-2%,x,-19%,-22%,15%,1%,3%,17%
COc1ccc2oc(=O)c(C(=O)Nc3ccccc3O)cc2c1,4%,-3%,7%,-73%[inhibitor],5%,-3%,2%,13%
CC(=O)Oc1ccc([N+](=O)[O-])cc1N1C(=O)c2ccccc2C1=O,1%,-7%,10%,-8%,20%,7%,-10%,-59%[inhibitor]

# 6 entries already listed, ordered by the number in PTHR1 ag, highest first:
smiles | EPAC2 antag | EPAC1 antag | PTHR1 ag | EPAC2 ag
COc1cccc(NC(=O)Nc2cc(-c3cn4cccnc4n3)ccc2C)c1 | x | x | -3% | x
CC(=O)Oc1ccc([N+](=O)[O-])cc1N1C(=O)c2ccccc2C1=O | 1% | 10% | -8% | 20%
CN(C)S(=O)(=O)c1ccc(C(=O)NCCN2C(=O)S/C(=C\c3cccnc3)C2=O)cc1 | 22% | 2% | -10% | 3%
CCOC(=O)C1CCN(C(=O)COC(=O)c2cc(-c3cccs3)nn2-c2ccccc2)CC1 | -11% | -6% | -16% | 10%
Cc1cc(N2CC(=O)N(CCc3ccccc3)C(=O)C2)n2ncnc2n1 | 1% | 15% | -18% | -1%
O=C(c1cccc(S(=O)(=O)Nc2ccccc2Cl)c1)N1CCCCCC1 | -2% | -19% | -22% | 15%

# The list is partial. The share of hits here may be higher or lower than overall.
